KB-3-1 tox = KB-3-1 parental cell cytotoxicity | KB-3-1 viability, CellTiter-Glo ATP luminescence, 72 h | Potency, µM (titrated, usually from 46.1 µM), for inactives: at the top dose activity change, negative = cytotoxic, most hits filed as cytotoxic | 1.4% of 400,000 active; note: potency is the fitted concentration of half-maximal effect; % is set by controls: 0 for no effect and ±100 for the full control effect; nearly all actives have a fitted effect of over 60% in size
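Parental KB-3-1 adenocarcinoma cells in phenol-red-free DMEM with 10% FBS were pin-treated with compounds at several concentrations, incubated 72 h at 37 °C, and viability read by CellTiter-Glo luminescence; concentration-effect curves were fitted after normalization.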
HT1080-NT tox = kills 2HG-producing HT-1080-NT fibrosarcoma cells; HT-1080-NT fibrosarcoma viability, CellTiter-Glo ATP luminescence, 48 h; Potency, µM (top dose mostly 46.1 µM), for inactives: at the top dose activity, negative = less viability, actives largely listed as cytotoxic; 1.6% of 360,000 active;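 note: NT is the 2HG producing partner of a matched IDH1 knockdown line; potency is the fitted concentration of half-maximal effect; 0% = DMSO-treated cells and -100% = media-only wells without cells; nearly all actives have a fitted effect of over 55% in size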
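Toxicity toward the 2HG-producing NT line was scored as %Activity, normalised to DMSO and no-cell wells, from CellTiter-Glo luminescence after 48 hours' treatment.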
SW480 rerep = induces DNA re-replication in SW480 colon adenocarcinoma cells | SW480 DNA re-replication, Hoechst DNA content imaging, 48 h | Potency, µM (doses to about 46.1 µM), inactives show at the highest dose re-replication activation, hits mostly activators | 1.8% of 340,000 active | AID 624297; note: potency is the fitted concentration of half-maximal effect; % of control where 0% means no effect; nearly all actives have a fitted effect of over 55% in size
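Image-based read-out: total Hoechst fluorescence of nuclei (405 nm excitation, 500-530 nm emission), with hits raising the fraction of high-intensity nuclei. SW480 colon cells incubated 48 hr with compounds at 37 C.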
HepG2 tox = HepG2 cytotoxicity, counter-screen for TGF-b inhibitors; AID 588856; 0.76% of 410,000 active; HepG2 CAGA-GFP viability, ATP luminescence, 18 h; Potency, µM (highest dose often 46.1 µM), inactives show at the highest dose activity change, negative = cytotoxicity, most hits filed as cytotoxic; note: potency is the fitted concentration of half-maximal effect; some results filed as inactive show a strong effect at the top dose
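HepG2 CAGA-GFP cells (1000/well, DMEM with 1% FBS) received compound, then TGF-beta at 500 pg/mL final, and were incubated 18 hours at 37 degrees C. Viability was read by CellTiter-Glo luminescence. Media-only wells were set as complete cell-killing and DMSO as no toxicity.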
HT1080 IDH1KD tx = HT-1080 IDH1 knockdown cell toxicity (counter line); HT-1080 IDH1 knockdown viability, ATP luminescence, 48 h; Potency, µM (doses to about 46.1 µM), inactives show top-dose activity, negative = toxicity, most hits filed as cytotoxic; 2% of 360,000 active; AID 686971;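 note: potency is the fitted concentration of half-maximal effect; 0% = DMSO wells and -100% = cell-free medium wells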
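Using the IDH1-knockdown HT-1080 line run in the same batch and compound series as the NT line, viability after 48 h at 37 °C was determined by CellTiter-Glo luminescence and expressed as % activity.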
MCF10A rereplic = induces DNA re-replication in MCF 10a normal breast cells; Potency, µM (titrated, usually from 46.1 µM), inactives show at the highest dose activity, positive = re-replication, usual class: activators; MCF 10A DNA re-replication, Hoechst nuclear intensity, 48 h; 2.9% of 350,000 active; AID 624296; note: potency is the fitted concentration of half-maximal effect; % of control where 0% means no effect; nearly all actives have a fitted effect of over 50% in size
IL-1B inflam inh = blocks inflammasome-driven IL-1 beta release; activity change, % at 57.5 µM; THP-1 LPS/ATP IL-1B secretion, AlphaLISA, 16 h; stronger effect = lower value; 4.7% of 360,000 active; in the data active = activity change below about -50%; inconclusive = mostly about -30% to -49%; note: % is set by controls: 0 for no effect and ±100 for the full control effect
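Secreted IL-1B measured by AlphaLISA bead assay after 16 h compound exposure of THP-1 cells; compounds (final up to 57.5 uM) added 1 h before LPS (250 ng/mL) and ATP (1.25 mM) stimulation; lower signal means less secretion.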
ATXN2 expr inh = ATXN2 expression inhibition; HEK-293 ATXN2-luciferase reporter, luminescence, 24 h; Potency, µM (top dose mostly 57 µM), without a hit: top-dose activity change, negative = inhibition, most hits filed as inhibitors; 0.72% of 360,000 active; note: potency is the fitted concentration of half-maximal effect; % is set by controls: 0 for no effect and ±100 for the full control effect; nearly all actives have a fitted effect of over 55% in size
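qHTS (up to 57 uM final) was run with 24 h compound exposure of reporter cells at 37 °C. Each well was multiplexed: SteadyGlo luminescence measured ATXN2-luciferase expression after a fluorogenic Gly-Phe-AFC viability readout (25 uM final).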
S2 tox = viability counter-screen for ATXN expression inhibitors | S2 cells (HEK-293 line with an ATXN2-luciferase reporter) viability, CellTiter-Fluor protease fluorescence, 24 h | Potency, µM (top dose mostly 56.7 µM), hits mostly cytotoxic | 0.49% of 400,000 active | AID 651635; note: potency is the fitted concentration of half-maximal effect; nearly all actives have a fitted effect of over 40% in size
The depositor's hits bear a star; i = inactive; u = inconclusive; x = no result given; [ ] = remark or other dose. Unless noted, calls come from the whole dose curve; as a rule, active = well fitted curve in the direction sought with a large enough effect; inconclusive = small, poorly fitted or top-dose-only effect, or another doubt; inactive = no such curve, though single readings can be large; an effect the other way counts as inactive or inconclusive. Random draw from the library, and some 8.9% of all compounds hit somewhere here.

nr	compound	S2 tox	SW480 rerep	IL-1B inflam inh	MCF10A rereplic	HepG2 tox
1	CCn1c(C)c2c([n+]1CC)CC(C)(C)CC2=O	i	0%	3	-1%	-10%
2	C=CCC1(Cl)C(=O)C(Cl)=C(N2CCN(C)CC2)C1(OC)OC (configuration not stated)	i	-17%	16	5%	-2%
3	Cn1c(=O)c2cccnc2c(=O)n1C	i	x	25	x	-1%
4	COc1ccc(-c2cc(C)no2)cc1S(=O)(=O)NCCCN1CCCCCC1	i	u	-51*	26%	-4%
5	O=C(NCCN1CCOCC1)c1ccccc1[N+](=O)[O-]	i	-1%	14	-1%	6%
6	Cc1cccc(N2CC(C(=O)Nc3nnc(SCC(=O)N4CCOCC4)s3)CC2=O)c1 (configuration not stated)	i	-11%	3	-8%	-10%
7	Cc1c(C)n(CCCN(C)C)c2ncnc(Nc3ccc(F)cc3)c12	i	-7%	-8	u	-9%
8	Nc1ccn(Cc2cccc(Cl)c2)n1	i	1%	-13	1%	-2%

nr	ATXN2 expr inh	HT1080 IDH1KD tx	HT1080-NT tox	KB-3-1 tox
1	-8%	0%	0%	-13%
2	-15%	9%	11%	3%
3	x	5%	4%	13%
4	-15%	-2%	-9%	-6%
5	-1%	7%	10%	1%
6	-5%	5%	1%	8%
7	3%	-13%	-19%	3%
8	0%[11.3 µM]	-15%	-7%	-2%

Continued:
nr	compound	S2 tox	SW480 rerep	IL-1B inflam inh	MCF10A rereplic	HepG2 tox
9	Cc1ccc(NCc2ccc(O)c3ncccc23)cc1C	i	26%	13	u	-4%
10	COc1cc(OC)cc(C(=O)NNC(=S)NCc2ccco2)c1	i	-16%	8	1%	-9%
11	CCC1=C(OC(=O)N(CC)CC)N2C(=O)OC(=NCC(=O)OC)[C@]2(Cc2ccccc2)[C@H]2C1=CC[C@H]1C(=O)N(CC(=O)OC)C(=O)[C@H]12	i	3%[9.22 µM]	47	-5%	-2%
12	CCC(C)N1C(=O)CCC1C(=O)N1CCN(c2ccccc2F)CC1 (configuration not stated)	i	0%	-18	-1%	8%
13	Cc1nn2c(CN(C(=O)COc3ccccc3)c3ccccc3)nnc2c2ccccc12	i	-6%	-17	4%	-18%
14	CN(C(=O)CSc1cccc[n+]1[O-])C1CCCCC1	i	u	-17	5%	9%
15	O=C(O)c1cccnc1SC1CC(=O)N(Cc2ccccc2)C1=O (configuration not stated)	i	-1%	2	1%[9.22 µM]	30%
16	COc1ccc(C2N3CC4(C)CN2CC(C)(C3)C4)cc1OC (configuration not stated)	u	2%	3	6%	1%

nr	ATXN2 expr inh	HT1080 IDH1KD tx	HT1080-NT tox	KB-3-1 tox
9	-12%	-3%	6%	u
10	-7%	18%	18%	3%
11	0%	9%	4%	5%
12	2%	-3%	3%	-6%
13	2%	-1%	-4%	u
14	-16%	19%	7%	-3%
15	-1%	24%	21%	19%
16	u	7%	7%	5%

Next records.
nr	compound	S2 tox	SW480 rerep	IL-1B inflam inh	MCF10A rereplic	HepG2 tox
17	N#CCCN(C(=O)COC(=O)c1ccc(Cl)nc1)c1ccc2c(c1)OCCO2	i	x	13	x	13%
18	COc1ccc(NC(=O)CN(C)C(=O)c2ccccc2OC)cc1	i	-3%	9	-21%	-8%
19	C=CCNC(=O)CCCCC(=O)NCC=C	u	-4%	8	1%	-12%
20	COc1ccc(NC(=O)CCCn2cnc3ccccc3c2=O)cc1	i	0%	-5	-4%	-14%
21	Cc1cccc(C)c1NC(=O)Cn1nnc(-c2ccc(CN3CCC(C)CC3)cc2)n1	u	-1%	-8	-3%	-9%
22	CCc1ccccc1NC(=O)CCn1cccn1	i	x	x	x	7%
23	CN1CCc2c(C#N)c(N3CCCCC3)nc(N3CCOCC3)c2C1	i	-11%	10	-1%	-78%
24	CCN(CC)C(=O)c1ccc2nc(-c3ccccc3)c(-c3ccccc3)nc2c1	i	1%	-3	8%	-58%

nr	ATXN2 expr inh	HT1080 IDH1KD tx	HT1080-NT tox	KB-3-1 tox
17	x	6%	-5%	2%
18	6%	24%	23%	15%
19	-4%	-1%	-1%	-5%
20	-2%	-7%	0%	-1%
21	-10%	12%	5%	2%
22	6%	x	x	9%
23	-11%	5%	-2%	-1%
24	-15%	9%	5%	u

Numbers 14 through 22 of the list above:
nr	compound	S2 tox	SW480 rerep	IL-1B inflam inh	MCF10A rereplic	HepG2 tox
14	CN(C(=O)CSc1cccc[n+]1[O-])C1CCCCC1	i	u	-17	5%	9%
15	O=C(O)c1cccnc1SC1CC(=O)N(Cc2ccccc2)C1=O (configuration not stated)	i	-1%	2	1%[9.22 µM]	30%
16	COc1ccc(C2N3CC4(C)CN2CC(C)(C3)C4)cc1OC (configuration not stated)	u	2%	3	6%	1%
17	N#CCCN(C(=O)COC(=O)c1ccc(Cl)nc1)c1ccc2c(c1)OCCO2	i	x	13	x	13%
18	COc1ccc(NC(=O)CN(C)C(=O)c2ccccc2OC)cc1	i	-3%	9	-21%	-8%
19	C=CCNC(=O)CCCCC(=O)NCC=C	u	-4%	8	1%	-12%
20	COc1ccc(NC(=O)CCCn2cnc3ccccc3c2=O)cc1	i	0%	-5	-4%	-14%
21	Cc1cccc(C)c1NC(=O)Cn1nnc(-c2ccc(CN3CCC(C)CC3)cc2)n1	u	-1%	-8	-3%	-9%
22	CCc1ccccc1NC(=O)CCn1cccn1	i	x	x	x	7%

nr	ATXN2 expr inh	HT1080 IDH1KD tx	HT1080-NT tox	KB-3-1 tox
14	-16%	19%	7%	-3%
15	-1%	24%	21%	19%
16	u	7%	7%	5%
17	x	6%	-5%	2%
18	6%	24%	23%	15%
19	-4%	-1%	-1%	-5%
20	-2%	-7%	0%	-1%
21	-10%	12%	5%	2%
22	6%	x	x	9%

Next part:
nr	compound	S2 tox	SW480 rerep	IL-1B inflam inh	MCF10A rereplic	HepG2 tox
25	Cn1c(=O)c2cc(NC(=S)NC3CC3)ccc2n1C/C=C/c1ccccc1	i	x	-23	x	9%
26	O=C1CN(C(=O)c2ccccc2)C(c2ccccc2)c2cc(F)ccc2N1 (configuration not stated)	i	-7%	3	2%	-4%
27	O=C(CNC(=O)c1ccc(Cl)cc1Cl)NCC(=O)Nc1ccccc1N1CCOCC1	i	4%	-18	-1%	1%
28	CSc1ncnc2c1ncn2CCCN(C)Cc1ccco1	i	x	7	x	-17%
29	OCC[C@H]1C[C@@H](O)[C@H](O)[C@]2(Cc3ccccc3O2)O1	i	-17%	26	2%	34%
30	CCOc1ccc(NC(=O)C2CCC(CNc3c(N4CCC(C)CC4)c(=O)c3=O)CC2)cc1 (configuration not stated)	i	-8%	-3	1%	-2%
31	CCCc1noc(-c2ccc(NCc3ccc(C)cc3)c([N+](=O)[O-])c2)n1	i	x	x	x	-5%
32	Cc1cc(C(=O)CN2C(=O)NC3(CCCCCC3)C2=O)c(C)n1C	i	-2%	-2	4%	6%

nr	ATXN2 expr inh	HT1080 IDH1KD tx	HT1080-NT tox	KB-3-1 tox
25	13%	2%	0%	0%
26	3%	-5%	-2%	-6%
27	0%	13%	1%	-1%
28	-1%	1%	-1%	22%
29	7%	6%	1%	20%
30	-13%	-1%	6%	0%
31	1%	x	x	-6%
32	52%[activator]	4%	8%	12%

The list continues:
nr	compound	S2 tox	SW480 rerep	IL-1B inflam inh	MCF10A rereplic	HepG2 tox
33	O=C(/C=C/c1ccccc1)N1CCN(C(=O)c2ccco2)CC1	i	3%	-10	-2%	-29%
34	CCOC(=O)c1ccc(NC(=S)NCc2cccnc2)cc1	i	-2%	29	-1%	-5%
35	O=C(Nc1ccc(Br)cc1Cl)c1ccc2c(=O)n3c(nc2c1)CCC3	i	x	-8	x	-31%
36	CC1(OC(=O)CCc2ccccc2)C(=O)C=C2C=C(c3ccc(C#N)cc3)N(Cc3ccco3)C=C2C1=O (configuration not stated)	i	1%	15	9%	-1%
37	C[C@H]1CN([C@@H](C)CO)S(=O)(=O)c2ccc(Br)cc2O[C@H]1CN(C)S(=O)(=O)c1ccccc1	i	x	8	x	-34%
38	CN(C(=O)COC(=O)c1ccccc1NCCO)C1CCS(=O)(=O)C1 (configuration not stated)	i	-11%	5	2%	0%
39	COc1ccc(S(=O)(=O)N(C)C[C@H]2Oc3c(NC(=O)Nc4ccc(C(F)(F)F)cc4)cccc3C(=O)N([C@H](C)CO)C[C@@H]2C)cc1	x	25%	-61*	u	-47%
40	Cc1cc(/C=N/O)c(C)n1-c1ccc(Br)cc1	i	4%	0	39%	-17%

nr	ATXN2 expr inh	HT1080 IDH1KD tx	HT1080-NT tox	KB-3-1 tox
33	4%	6%	15%	0%
34	-11%	u	u	-23%
35	36%	u	-6%	-3%
36	6%	11%	7%	28%
37	u	-7%	-10%	-1%
38	3%	9%	7%	0%
39	u	21µM*	u	u
40	-15%	-9%	18%	0%

(further entries)
nr	compound	S2 tox	SW480 rerep	IL-1B inflam inh	MCF10A rereplic	HepG2 tox
41	COc1ccc(CC(=O)Nc2cccnc2)cc1	u	0%	8	3%	-13%
42	CCOC(=O)c1c(NC(=O)COC(=O)/C=C/c2ccco2)sc2c1CC(C)(C)NC2(C)C	i	u	-68*	1%	-39%
43	COc1ccc(OC)c(NC(=O)Nc2nnc([C@@H]3O[C@H](CO)[C@@H](O)[C@H]3O)s2)c1	i	x	12	x	-47%
44	Cc1nc(SCc2ccccc2)c2ccsc2n1	x	1%	45	u	6%
45	Cc1[nH]c2ccccc2c1CCNS(=O)(=O)c1ccc(S(N)(=O)=O)cc1	i	-8%	24	-2%	-17%
46	CCOC(=O)c1ccc(-c2ccc(C=O)o2)cc1	i	-16%	-11	1%	-6%

nr	ATXN2 expr inh	HT1080 IDH1KD tx	HT1080-NT tox	KB-3-1 tox
41	-10%	11%	11%	-11%
42	-29%	-4%	2%	-1%
43	-1%	25%	17%	21%
44	-31%	-14%	-10%	-4%
45	-15%	-3%	-2%	-11%
46	44%[activator]	3%	9%	-1%

Compound activity: PubChem, National Center for Advancing Translational Sciences (NCATS)
